Source: PubChem (several laboratories)
DAX1 inh-1 = NR0B1 (DAX1) inhibition. 340,000 tested, 0.99% active. HEK293 Gal4-DAX1 luciferase reporter, luminescence. AID 504766. P51843. inhibition, % at 6.75 µM;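 active means inhibition above the mean over all tested compounds plus 3 SD, cut at about 4.2% in these data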;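 further: 0% = DAX1-transfected cells with DMSO and 100% = empty-vector control cells with DMSO; inhibition shows as a rise in luminescence from relieved DAX1 repression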
ssDAF12 agonist = activators of S. stercoralis DAF-12 nuclear receptor; 370,000 tested, 1% active; activation, % at 6.8 µM; HEK293 ssDAF-12/GRIP1 lit1-tk-luc reporter, luminescence; % of 3 µM dafachronic acid response; AID 652126;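 active means activation above the mean over all tested compounds plus 3 SD, cut at about 0.9% in these data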;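 further: 0% = DMSO-only wells and 100% = 3 µM delta7-dafachronic acid wells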
DAX1 inh-2 = DAX1 (NR0B1) inhibition, primary screen; HEK293T StAR-luciferase reporter, SF-1/DAX-1 repression relief; inhibition, % at 6.8 µM; 370,000 tested, 1.1% active; AID 652010;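 active means inhibition above the mean over all tested compounds plus 3 SD, cut at about 3.6% in these data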;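 further: 0% = DAX-1 cells with DMSO and 100% = cells lacking DAX-1 with DMSO; higher inhibition means more luminescence from relief of DAX-1 repression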
hgDAF-12 ag = activates the H. glycines DAF-12 receptor ligand-binding domain; activation, % at 6.8 µM; AID 687014; HEK293 GAL4-hgDAF12 UAS-luciferase reporter, agonist luminescence; normalized to butyrate control; 370,000 tested, 1.8% active;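 active means activation above a cutoff set at the mean of all screened compounds plus 3 SD, cut at about 10% in these data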;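 further: 0% = DMSO wells and 100% = sodium butyrate wells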
KLK7 zymogen act = activates the human kallikrein-7 zymogen. P49862. purified proKLK7, EDANS-DABCYL substrate fluorescence; 100% is mature enzyme control, 0% vehicle. activation, % at 7 µM. 370,000 tested, 0.9% active;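 active means activation above the mean of all tested compounds plus 3 SD, computed per campaign excluding outliers beyond control limits, cut at about 13% in these data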
GC-B act = GC-B (human) receptor activation; P20594; HEK293-GC-B cells, CNP EC30, cGMP TR-FRET; 0% at EC30 CNP, 100% saturating CNP; activation, % at 10 µM; 370,000 tested, 0.11% active; AID 1920062;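 active means activation at 10 µM reaching about 35% in either raw or pattern-adjusted values, limit read from the data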
sPLA2-III inh = Inhibits HGIII-sPLA2 liposome hydrolysis, primary screen | Q9NZ20 | QFRET BODIPY PC-A2 liposome hydrolysis, fluorescence | inhibition, % at 12.2 µM | 370,000 tested, 0.56% active;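 active means inhibition above mean plus 3 SD of compounds lying within the high and low control bounds, cut at about 19% in these data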;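 further: 0% = median of test compound wells and 100% = no enzyme DMSO wells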
SMARCA2 act = increases SMARCA2 function in MMTV reporter cells. MG213 cells, MMTV-luciferase reporter, dexamethasone, overnight. activation, % at 9.1 µM. 370,000 tested, 1% active. AID 652017; in the data active means activation above about 7.8%;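 further: 0% = vehicle wells and 100% = reference activator wells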
FXN GAA850 act = frataxin GAA850 promoter activation. HEK293 lucGAA850 FXN promoter luciferase reporter, 24 h; percent of 10 µM SAHA response. activation, % at 6 µM. 360,000 tested, 0.56% active. AID 540364;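 active means activation above the average of all compounds screened plus 3 SD, cutoff fixed separately per campaign, cut at about 7.5% in these data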;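 further: 0% = DMSO wells and 100% = 10 µM SAHA wells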
hcDAF-12 act = activates DAF-12 receptor from parasite H. contortus. activation, % at 6.8 µM. HEK293 hcDAF-12 lit1-tk-luc reporter, luminescence; 0% DMSO, 100% Δ7-dafachronic acid. 370,000 tested, 1.4% active. AID 652067;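 active means activation above the mean of all tested compounds plus 3 SD, cut at about 5.5% in these data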;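 further: 100% = response to 3 µM Δ7-dafachronic acid high control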
GC-A act = GC-A (human) enzyme activation; P16066; HEK293 GC-A cells, cGMP TR-FRET, EC30 ANP; 0% at EC30 ANP, 100% saturating ANP; AID 1671463; 370,000 tested, 0.14% active; activation, % at 10 µM; in the data active means activation above about 40%
Target sequence (P16066 whole entry, looked up): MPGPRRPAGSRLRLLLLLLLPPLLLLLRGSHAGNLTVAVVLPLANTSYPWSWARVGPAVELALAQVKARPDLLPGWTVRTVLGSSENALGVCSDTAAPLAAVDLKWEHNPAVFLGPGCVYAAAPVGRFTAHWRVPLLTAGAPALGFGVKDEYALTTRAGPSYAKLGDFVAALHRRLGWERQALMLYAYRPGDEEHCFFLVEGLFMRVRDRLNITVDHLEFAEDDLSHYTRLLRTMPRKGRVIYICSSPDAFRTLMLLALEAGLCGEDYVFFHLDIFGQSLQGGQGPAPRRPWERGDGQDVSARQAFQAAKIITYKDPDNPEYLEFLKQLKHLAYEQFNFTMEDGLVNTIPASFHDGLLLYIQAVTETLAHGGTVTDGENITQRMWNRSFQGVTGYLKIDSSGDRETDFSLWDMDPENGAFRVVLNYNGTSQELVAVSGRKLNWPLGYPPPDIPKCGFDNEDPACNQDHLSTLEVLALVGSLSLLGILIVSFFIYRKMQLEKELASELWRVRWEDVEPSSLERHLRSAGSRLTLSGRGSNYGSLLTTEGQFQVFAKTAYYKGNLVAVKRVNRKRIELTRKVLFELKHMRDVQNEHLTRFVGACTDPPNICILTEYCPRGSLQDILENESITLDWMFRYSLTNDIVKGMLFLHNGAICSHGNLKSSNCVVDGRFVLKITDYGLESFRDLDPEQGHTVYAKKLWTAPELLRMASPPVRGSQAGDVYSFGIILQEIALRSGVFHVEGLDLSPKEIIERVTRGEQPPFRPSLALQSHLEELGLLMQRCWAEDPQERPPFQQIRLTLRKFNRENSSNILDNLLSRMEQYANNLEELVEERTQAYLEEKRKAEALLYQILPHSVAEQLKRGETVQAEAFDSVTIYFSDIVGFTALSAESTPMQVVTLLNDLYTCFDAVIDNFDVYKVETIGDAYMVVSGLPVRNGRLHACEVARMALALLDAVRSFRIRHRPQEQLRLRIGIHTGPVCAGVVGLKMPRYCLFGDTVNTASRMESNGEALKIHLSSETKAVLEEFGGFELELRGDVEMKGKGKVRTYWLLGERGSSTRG
* marks the source's active call; other numbers are inactive results; · = not tested or not shown.

SMILES | DAX1 inh-1 | ssDAF12 agonist | DAX1 inh-2 | hgDAF-12 ag | KLK7 zymogen act | GC-B act | sPLA2-III inh | SMARCA2 act | FXN GAA850 act | hcDAF-12 act | GC-A act
CC1(c2cccc3ccccc23)NC(=O)N(CC(=O)NC2CCS(=O)(=O)C2)C1=O (stereo unspecified) | -0.3 | -1.0 | 0.1 | -1.0 | -0.4 | 4 | -6 | -1 | 1.4 | -1.9 | 1
CSCC[C@H](NC(=O)[C@H]1CC[C@H](CNC(=O)[C@@H]2CCCN2)CC1)C(=O)O | -0.1 | -1.0 | -0.1 | 5.1 | 0.1 | 0 | 7 | -2 | 0.7 | 0.0 | -2
CCn1cc(C(=O)NC2CCCCCC2)c(=O)c2ccc(C)nc21 | -1.4 | -1.8 | 0.2 | 0.7 | 0.2 | -9 | 0 | 4 | 1.6 | -1.9 | 8
COc1ccccc1/C=C/c1nc(S(=O)(=O)c2ccccc2)c(N2CCC(C(N)=O)CC2)o1 | 0.8 | -1.0 | 1.6 | 0.4 | -0.7 | -1 | 4 | -2 | 0.5 | 0.9 | 6
COCOCCn1cc(CN2CCS(=O)(=O)N(Cc3ccc(-c4ccc(Cl)cc4)cc3)C(C)C2=O)nn1 (stereo unspecified) | -0.1 | -1.0 | -1.4 | 2.0 | -0.5 | -3 | -14 | -8 | 0.3 | -3.1 | 49*
CC(C)COC(=O)N1CCCC1C(=O)Nc1nccs1 (stereo unspecified) | -0.5 | -1.2 | -0.1 | -0.6 | 0.3 | 4 | 6 | 0 | 1.4 | -1.0 | -1
COc1ccc(C(=O)COC(=O)CN2C(=O)C3C4CCC(C4)C3C2=O)cc1 (stereo unspecified) | 0.5 | -0.8 | 0.3 | 2.7 | -0.4 | 2 | -3 | -1 | 0.4 | -1.8 | 4
O=C(NCc1ccccc1)c1ccc(C(=O)N(C2CCCCC2)C2CCCCC2)cc1 | 0.3 | -1.4 | -0.2 | -0.9 | 0.1 | 6 | -6 | 0 | -2.8 | -0.9 | 2
O=C(CC1C(=O)NCCN1CC1CCCCC1)NCc1cc(F)ccc1F (stereo unspecified) | -0.4 | -0.9 | 0.3 | 8.6 | 0.8 | 0 | -3 | 0 | 0.0 | 0.0 | 0
CCc1cccc2c(C(=O)CN3C(=O)NC4(CCCCCC4)C3=O)c[nH]c12 | -0.9 | -1.7 | 13* | -8.2 | -0.4 | -5 | -23 | 11* | 3.0 | -1.0 | 1
COC(=O)c1ccccc1Sc1snnc1C | -0.9 | -0.9 | 0.1 | -1.6 | -0.2 | 1 | -2 | -1 | -0.3 | -1.0 | 1
COc1cccc(/C=C2\Oc3cc(OCC(=O)N4CCCC4)ccc3C2=O)c1OC | 0.1 | -0.7 | -0.4 | -0.6 | 0.1 | -2 | -1 | -2 | 0.4 | -2.1 | 1
C=CCc1cccc(/C=N/NC(=O)C[n+]2ccccc2)c1O | -1.8 | -1.6 | -1.1 | -9.8 | -0.7 | -1 | -6 | -3 | -3.8 | -2.9 | 3
CCC(C)c1ccc(OCC(=O)Nc2ccc(Cl)cn2)cc1 (stereo unspecified) | 1.1 | -1.2 | 0.3 | 3.4 | 0.3 | -4 | 4 | 3 | -1.5 | 0.1 | 4
CCOc1ccc(C(=O)Nc2ccc(CN3CCOCC3)cc2)cc1Cl | -1.0 | -1.5 | -0.1 | -0.7 | -0.1 | 1 | -11 | -2 | 0.0 | -3.1 | 2
CCN(CC)S(=O)(=O)c1ccc(/C=C/C(=O)N(c2ccccn2)C2CCCCC2)cc1 | 0.0 | -1.7 | -0.2 | -1.4 | -0.5 | 1 | -2 | -2 | 2.0 | -0.9 | -3
Cc1cc(O)c(C(C)C)cc1N=Cc1cc([N+](=O)[O-])ccc1O | 1.0 | -0.6 | 0.3 | -3.3 | 0.4 | 0 | 2 | -3 | 1.8 | -1.0 | -3
Cc1ccc(-c2nn(-c3ccccc3)cc2C(=O)Nc2ccc(C(=O)O)cc2)cc1 | 1.8 | -0.9 | 0.6 | 6.1 | 0.4 | 1 | -24 | -1 | 2.4 | -1.1 | -5
CCOc1ccccc1NC(=O)C1=C(C)NC(=O)NC1c1cccc(OC)c1OC (stereo unspecified) | 0.0 | -1.6 | -0.6 | -0.2 | 0.5 | -3 | 0 | -3 | -0.2 | -1.0 | -6
Cc1ccc2cc(C)c(SCC#N)nc2c1 | 0.4 | -1.2 | -0.1 | 1.7 | 0.0 | 1 | 1 | 0 | -0.5 | -0.8 | 3
CC1CCC2(CC1)NC(=O)N(CC(=O)c1ccc[nH]1)C2=O (stereo unspecified) | 2.0 | -1.3 | 0.8 | 0.0 | -0.3 | 2 | 6 | 1 | -0.6 | -0.2 | -2
CCOC(=O)c1cc2c(ccn2C)n1Cc1cc(C)ccc1C | 0.7 | -1.0 | -0.9 | -0.7 | -0.4 | -7 | -4 | 2 | -1.6 | -2.3 | -16
COCCn1c(CN2CCN(C)CC2)nc2c1c(=O)n(C)c(=O)n2C | -0.6 | -0.8 | 0.8 | -4.9 | 0.0 | 0 | 12 | -3 | -0.7 | -0.2 | 1
S=C(NCCCc1ccccc1)Nc1ccc(Cl)cc1 | -1.8 | -1.1 | -0.8 | -1.7 | 0.2 | 6 | -23 | 0 | 1.5 | 1.1 | 6
CN(C)S(=O)(=O)c1cccc(C(=O)Nc2ccccc2)c1 | 0.5 | -1.9 | 0.2 | 0.6 | -0.3 | 0 | -1 | 5 | 1.9 | 0.6 | 2
CC1(C)CC2CC(C)(CN2C(=O)COC(=O)c2ccc(NC(=O)CC#N)cc2)C1 (stereo unspecified) | -0.7 | -1.6 | 0.4 | 1.6 | 1.2 | 2 | -52 | -3 | 0.7 | -1.1 | 0
Cc1cc(C)c(NC(=O)C2CSCCS2)c(C)c1 (stereo unspecified) | 1.1 | 0.0 | 0.2 | 2.0 | 0.5 | 1 | 3 | 2 | 0.7 | -1.2 | 4
O=c1c2ccccc2c(C=NC2CCN(Cc3ccccc3)CC2)c(O)n1Cc1ccc2c(c1)OCO2 | · | -1.7 | 0.4 | 3.9 | -0.2 | 7 | 0 | -3 | · | 0.8 | 8
COCCNC(=O)C1(C)CCCN(C(=O)c2cccc(Cl)c2)C1 (stereo unspecified) | · | -0.2 | -0.6 | 0.0 | 0.0 | 5 | 3 | 0 | -0.3 | -0.3 | -1
O=C(CCN1CCc2ccccc21)c1ccc2c(c1)OCCO2 | -1.7 | -0.9 | -1.0 | 0.6 | -0.3 | 1 | -1 | 3 | 0.7 | -1.1 | -4

Next part, overlapping the part above by 5 compounds.
SMILES | DAX1 inh-1 | ssDAF12 agonist | DAX1 inh-2 | hgDAF-12 ag | KLK7 zymogen act | GC-B act | sPLA2-III inh | SMARCA2 act | FXN GAA850 act | hcDAF-12 act | GC-A act
CC1(C)CC2CC(C)(CN2C(=O)COC(=O)c2ccc(NC(=O)CC#N)cc2)C1 (stereo unspecified) | -0.7 | -1.6 | 0.4 | 1.6 | 1.2 | 2 | -52 | -3 | 0.7 | -1.1 | 0
Cc1cc(C)c(NC(=O)C2CSCCS2)c(C)c1 (stereo unspecified) | 1.1 | 0.0 | 0.2 | 2.0 | 0.5 | 1 | 3 | 2 | 0.7 | -1.2 | 4
O=c1c2ccccc2c(C=NC2CCN(Cc3ccccc3)CC2)c(O)n1Cc1ccc2c(c1)OCO2 | · | -1.7 | 0.4 | 3.9 | -0.2 | 7 | 0 | -3 | · | 0.8 | 8
COCCNC(=O)C1(C)CCCN(C(=O)c2cccc(Cl)c2)C1 (stereo unspecified) | · | -0.2 | -0.6 | 0.0 | 0.0 | 5 | 3 | 0 | -0.3 | -0.3 | -1
O=C(CCN1CCc2ccccc21)c1ccc2c(c1)OCCO2 | -1.7 | -0.9 | -1.0 | 0.6 | -0.3 | 1 | -1 | 3 | 0.7 | -1.1 | -4
O=C1c2ccccc2C(=O)N1CCCc1c[nH]c2ccc(Cl)cc12 | -0.1 | -1.7 | -0.2 | 1.2 | -0.1 | -2 | -67 | -2 | 1.8 | -2.6 | -8
CC(=O)N1CCN(S(=O)(=O)c2cccc(C(=O)OCN3C(=O)c4ccccc4C3=O)c2)CC1 | 0.1 | -0.8 | -0.1 | -1.4 | 0.4 | -1 | 5 | -1 | 1.1 | -1.4 | -6
CC1CCCCC1NC(=O)c1cc(=O)[nH]c2ccccc12 (stereo unspecified) | -1.8 | -0.7 | 2.6 | -1.1 | -0.1 | -2 | 8 | -1 | 1.4 | -0.2 | 2
Cc1ccc(C(=O)NC2CCS(=O)(=O)C2)cc1S(=O)(=O)N1CCCC1 (stereo unspecified) | 0.9 | -1.1 | 0.0 | -1.9 | 0.4 | -1 | 11 | 0 | 0.2 | -1.6 | 1
Cc1ccc(O)c(NC(=O)c2cc3nc4c(c(C(F)(F)F)n3n2)CCc2ccccc2-4)c1 | -0.4 | -1.5 | 0.2 | 0.9 | -0.7 | 2 | 10 | -2 | 0.6 | 0.1 | -2
COc1ccc(CNC(=O)c2cccs2)cc1 | -0.8 | -1.1 | 0.1 | 1.7 | 0.1 | 11 | 6 | -1 | -0.9 | -1.6 | 0
CCOC(=O)C1CCCc2c1[nH]c1ccc(Cl)cc21 (stereo unspecified) | · | -1.4 | -0.4 | -10 | 0.9 | -2 | -30 | -2 | -6.7 | -1.1 | -3
COc1ccccc1NC(=O)c1cc2c(cc1Cl)N1CCCCCC1=NS2(=O)=O | 1.0 | 0.2 | 1.0 | -3.5 | 0.6 | -1 | 7 | -4 | -3.0 | -1.1 | -5
NC(=O)CCSC(=S)N1CCOCC1 | -0.8 | -1.9 | 0.5 | -0.8 | -0.1 | 1 | 0 | 0 | -2.1 | -0.9 | 2
Cc1ccccc1CN(C)CC(=O)Nc1ccccc1Oc1ccccc1 | -2.1 | -1.9 | -0.5 | -0.8 | 0.0 | 1 | 13 | -3 | -0.3 | -2.5 | -4
COc1ccc(CNC(=O)C(NC(C)=O)C(=O)Nc2ccc(OC)cc2)cc1 (stereo unspecified) | -0.6 | -1.6 | 0.3 | 0.0 | 0.2 | 4 | -3 | 0 | 1.7 | -0.5 | 1
Cc1nc2cc(-c3ccc(Br)cc3)[nH]n2c(=O)c1Cl | 0.6 | -0.6 | 0.8 | 1.6 | -0.3 | -5 | -8 | 4 | 0.8 | -0.7 | -3
COC(=O)c1cc(Nc2cc(C)nc3ncnn23)cc(C(=O)OC)c1 | 0.5 | -0.9 | -0.6 | -0.9 | 0.2 | 0 | 0 | -1 | -2.7 | -1.3 | 1
COc1ccc(CNC(=O)CN(Cc2ccc(OC)cc2)C(=O)CCC(=O)Nc2ccccn2)cc1 | -1.1 | -0.5 | -0.1 | -2.7 | 0.1 | 2 | -6 | -1 | -1.3 | -2.4 | 3
CN(CC(=O)NC(=O)NC1CCCCC1)CC(=O)Nc1ccc(Cl)cc1 | -0.9 | -1.3 | -1.0 | -2.5 | -0.1 | -6 | -5 | -5 | 0.4 | -2.4 | -2
CCCCOc1ccc(-c2nnn(CC(=O)NCCc3c[nH]c4ccccc34)n2)cc1 | -0.2 | -1.4 | -1.4 | 1.6 | 0.0 | -13 | -83 | -3 | -0.9 | -1.9 | -1
